# Screening data: PubChem BioAssay, several laboratories
# Mcl1 Bid PPI: disrupts binding of human Mcl-1 to Bid peptide | TR-FRET Mcl-1/Bid-Dy647 peptide binding, 1536-well | inhibition, % at 21.7 µM | 0.97% of 220,000 active;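 active = compounds that cut the binding signal by more than half at the single screening dose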;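 note: His-tagged Mcl-1 with europium anti-His antibody binding Bid BH3 peptide; 0% = Mcl-1 plus peptide wells and 100% = peptide-only wells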
# Target sequence (Q07820 whole entry, looked up): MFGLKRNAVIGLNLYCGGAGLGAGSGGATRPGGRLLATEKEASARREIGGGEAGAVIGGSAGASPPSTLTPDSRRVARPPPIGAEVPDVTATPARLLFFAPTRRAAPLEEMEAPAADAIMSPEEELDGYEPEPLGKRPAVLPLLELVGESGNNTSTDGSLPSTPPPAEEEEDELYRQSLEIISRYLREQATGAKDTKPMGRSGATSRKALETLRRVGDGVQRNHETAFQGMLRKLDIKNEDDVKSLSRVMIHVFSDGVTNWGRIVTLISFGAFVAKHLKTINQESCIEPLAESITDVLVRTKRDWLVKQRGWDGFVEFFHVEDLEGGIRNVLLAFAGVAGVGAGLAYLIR
# HRas wt GTP bind: human HRas wildtype GTP binding, change in either direction. GST-Ras wt beads, Bodipy-FL-GTP binding, flow cytometry; actives lie on both sides. GTP binding activity, % at 10 µM. 0.14% of 190,000 active. AID 759;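 active = GTP binding activity at least 20% away from the 100% baseline, either lowered as inhibitor or raised as activator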;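 note: 0% = unlabeled GTP competition control and 100% = no-compound control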
# Target sequence (P01112 whole entry, looked up): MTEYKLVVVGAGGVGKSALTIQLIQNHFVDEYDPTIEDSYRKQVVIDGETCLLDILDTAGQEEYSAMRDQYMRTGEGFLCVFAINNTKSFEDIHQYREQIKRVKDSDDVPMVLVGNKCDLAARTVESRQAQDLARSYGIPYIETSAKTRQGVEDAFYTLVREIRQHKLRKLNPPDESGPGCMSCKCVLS
# Mcl1 Noxa PPI: disrupts binding of human Mcl-1 to Noxa peptide | 1.5% of 220,000 active | Q07820 | inhibition, % at 21.7 µM | AID 1022 | TR-FRET Mcl-1/Noxa peptide binding, 2 h;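 active = compounds that cut the protein-peptide binding signal by more than 50% relative to plate controls in a single-dose test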;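 note: His-tagged Mcl-1 with rhodamine Noxa BH3 peptide and terbium anti-His antibody; 0% = Mcl-1 plus Noxa peptide wells and 100% = peptide-only wells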
# Rab7 wt modul: modulators of GTP binding to dog Rab7 wildtype GTPase | GST-Rab7 beads, fluorescent GTP binding, flow cytometry; actives lie on both sides; untreated = 100%, excess cold GTP = 0% | GTP binding activity (percent of control), % at 10 µM | 0.055% of 190,000 active | AID 758;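 active = fluorescent GTP binding to Rab7 beads changed by at least 20 points from the 100% baseline, either direction, mostly lower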;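 note: median green fluorescence of bound Bodipy-FL-GTP per Rab7 bead population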
# Rac1 wt GTP bind: modulators of human Rac1 wildtype GTP binding; P63000; GST-Rac1 beads, fluorescent GTP binding, flow cytometry; actives lie on both sides; 0 = cold GTP competed, 100 = untreated; GTP binding activity (% of control), % at 10 µM; 0.27% of 190,000 active;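 active = GTP binding activity at least 20 points away from the 100% control level, either lower or higher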
# Cdc42 wt GTP: modulators (inhibitors or activators) of GTP binding to human Cdc42 wildtype | percent activity (GTP binding), % at 10 µM | P60953 | 0.2% of 190,000 active | GST-Cdc42 beads, Bodipy-GTP binding, flow cytometry; actives lie on both sides | AID 761;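 active = percent activity GTP binding at least 20 points away from the 100% baseline, either down as inhibitor or up as activator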;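 note: median bead fluorescence of bound Bodipy-FL-GTP at 100 nM; 0% = excess unlabeled GTP control and 100% = no compound control; below 100% means less GTP binding so inhibitor and above means activator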
# Target sequence (P60953 whole entry, looked up): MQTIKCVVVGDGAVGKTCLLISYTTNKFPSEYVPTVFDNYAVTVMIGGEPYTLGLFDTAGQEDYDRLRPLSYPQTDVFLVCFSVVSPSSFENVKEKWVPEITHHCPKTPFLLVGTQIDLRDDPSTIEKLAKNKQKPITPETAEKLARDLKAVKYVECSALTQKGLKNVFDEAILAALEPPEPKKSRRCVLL
# Avidin bead fluor: avidin bead compound fluorescence profile; Avidin beads, compound fluorescence 488/530 nm, flow cytometry; active compounds read high; fluorescence (KMESF) at 10 µM; 0.38% of 220,000 active; AID 1775; in the data active = fluorescence above about 47; note: inactives centre near 10
# GSH bead fluor: GSH bead compound fluorescence profile | 0.25% of 190,000 active | AID 1776 | fluorescence (KMESF) at 10 µM | GSH beads flow cytometry, compound fluorescence 488/530 nm; active compounds read high; in the data active = fluorescence above about 89;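 note: glutathione beads carrying GST-tagged Bcl family fusion proteins plus one bare bead set; values are compound well signal with DMSO vehicle wells as background; inactives centre near 16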
# Rab2A wt mod: changes GTP binding to wildtype dog Rab2A, up or down | AID 760 | GST-Rab2 wt beads, Bodipy-GTP binding, flow cytometry | GTP binding activity, % at 10 µM | 0.19% of 190,000 active | P61105;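 active = GTP binding activity at least 20 points away from 100%, either lowered or raised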;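 note: 0% = beads with excess unlabeled GTP and 100% = no-compound control corrected for plate trend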
# Pf gametocyte: inhibitors of late stage P. falciparum gametocyte viability; P. falciparum stage V gametocytes, ATP luminescence, 24 h; inhibition, % at 10.9 µM; 0.065% of 150,000 active;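 active = inhibition above the mean plus 3 SD of compounds within the control limits, set per campaign, cut at about 38% in these data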;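 note: 0% = DMSO wells and 100% = medium only without gametocytes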
# Rac1 mut GTP: modulators of GTP binding to human Rac1 activated mutant. P63000. GST-Rac1 activated beads, fluorescent GTP binding, flow cytometry; actives lie on both sides; 100% means binding = to untreated wells. percent activity (GTP binding), % at 10 µM. 0.11% of 190,000 active. AID 764;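 active = GTP binding at least 20 percentage points away from the 100% baseline, in either direction, so actives lie on both sides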
# * hit, by the source's call; . = no result given.
Compound,Mcl1 Bid PPI,HRas wt GTP bind,Mcl1 Noxa PPI,Rab7 wt modul,Rac1 wt GTP bind,Cdc42 wt GTP,Avidin bead fluor,GSH bead fluor,Rab2A wt mod,Pf gametocyte,Rac1 mut GTP
COCCn1c(=NC(=O)C2COc3ccccc3O2)sc2cc(S(N)(=O)=O)ccc21 (stereo not given),-27.7,100.0,2.1,99.0,105.0,103.0,7,7,99.0,-3.5,101.0
Cn1c(C(O)c2ccc3c(c2)OCO3)nc2ccccc21 (stereo not given),-3.6,99.0,-4.4,99.0,100.0,99.0,8,25,98.0,-10.0,96.0
CCCCCCOC(=O)/C=C/c1c(C)[nH]c(=O)[nH]c1=O,-0.2,96.0,4.0,91.0,97.0,96.0,3,45,93.0,.,95.0
COc1ccc(/C=N\NC(=O)c2ccc(=O)[nH]n2)cc1O,-28.9,97.0,36.1,100.0,101.0,104.0,9,10,96.0,-8.2,100.0
O=C(O)CCCCCCCCCCCc1ccccc1,15.1,93.0,8.6,92.0,92.0,91.0,12,14,93.0,.,87.0
Cc1ccc(-c2cc3nc(-c4ccc(Br)cc4)cc(N)n3n2)cc1,-86.9,94.0,-58.9,97.0,94.0,93.0,7,19,94.0,.,96.0
COC(=O)c1c(C(=O)OC)c2oc3ccccc3n2c1Cl,-5.0,97.0,13.6,94.0,96.0,98.0,6,5,93.0,.,93.0
COC(=O)CCCC[C@@H]1SC[C@@H](NC(=O)OC)[C@@H]1NC(=O)OC,-24.2,93.0,-5.5,94.0,96.0,95.0,6,19,96.0,-28.6,92.0
Clc1ccc(-c2nnc(N3CCCC3)nn2)cc1,-0.4,97.0,15.9,99.0,101.0,97.0,6,33,96.0,.,96.0
Cc1ccc(N2C(=O)C(CN(C)C)C2c2ccccc2)cc1 (stereo not given),-2.7,105.0,-6.2,101.0,103.0,107.0,8,19,104.0,.,103.0
Cc1ccc(-n2nc(C)c3c(C)cc(=O)[nH]c32)cc1,-9.7,99.0,-10.1,99.0,100.0,102.0,6,61,98.0,.,99.0
CCc1nnc(NC(=O)CSc2ncc(-c3ccccc3)n2CC)s1,-18.0,102.0,13.9,98.0,105.0,103.0,18,33,99.0,.,98.0
COc1ccc(C(=O)/C=C2/c3ccccc3CC(C)(C)N2C)cc1,-22.7,103.0,14.4,103.0,98.0,101.0,8,57,100.0,.,96.0
COc1cc(C)ccc1OCCCOc1c(Cl)cccc1Cl,2.9,100.0,-7.8,101.0,101.0,99.0,11,12,102.0,-4.1,103.0
CCOC(=O)c1c(C)n(OC)c2ccc3c(no[n+]3[O-])c12,-26.6,98.0,7.3,97.0,102.0,101.0,13,32,97.0,.,99.0
C#CCOCCOCCOCCNc1nc(N2CCOCC2)nc(N2CCN(C(=O)[C@H](CCCCN)n3cc([C@@H](N)C(C)CC)nn3)CC2)n1 (stereo not given in full),10.0,95.0,24.7,94.0,96.0,95.0,7,22,95.0,-19.5,94.0
CCN(CC)S(=O)(=O)c1cccc(-c2nnc(SCC(=O)N3CCC(C(=O)O)CC3)n2N)c1,-7.9,100.0,12.4,106.0,102.0,98.0,11,75,100.0,6.9,98.0
O=C(Cn1c2c(c(-c3ccccc3)cc1=O)CCCC2)N1CCCCCC1,4.4,98.0,-3.4,102.0,102.0,97.0,6,13,102.0,.,98.0
COc1ccc(C2Nc3ccccc3C(=O)N2NS(=O)(=O)c2ccccc2)cc1OC (stereo not given),-23.4,93.0,12.6,91.0,95.0,92.0,11,72,93.0,18.0,95.0
O=C(Nc1ccc(O)cc1C(=O)O)c1cccc(Br)c1,1.3,98.0,20.1,97.0,102.0,99.0,30,19,97.0,7.1,94.0
Clc1ccc(C2=Nn3c(nnc3-c3n[nH]c4c3CCC4)SC2)cc1,-9.4,100.0,16.7,102.0,100.0,101.0,35,20,100.0,7.2,97.0
COCCn1c(SCC(=O)N2CCCC2)nnc1-c1ccoc1C,3.6,104.0,15.0,101.0,109.0,108.0,10,17,103.0,.,102.0
Cc1cccc(NC(=O)/C(=C\c2cccs2)NC(=O)c2ccccc2)c1,-4.1,97.0,11.2,98.0,97.0,101.0,5,38,98.0,.,95.0
COC(=O)Cc1n[nH]c(=S)[nH]c1=O,-39.9,103.0,15.1,104.0,103.0,99.0,7,43,101.0,5.5,101.0
COc1ccccc1C(=O)OCC(=O)c1cccc([N+](=O)[O-])c1,8.2,101.0,-2.9,102.0,110.0,104.0,3,18,102.0,.,100.0

# Some of the entries so far, as labelled records.
Cc1ccc(N2C(=O)C(CN(C)C)C2c2ccccc2)cc1 (stereo not given)
  Mcl1 Bid PPI = -2.7; HRas wt GTP bind = 105.0; Mcl1 Noxa PPI = -6.2; Rab7 wt modul = 101.0; Rac1 wt GTP bind = 103.0; Cdc42 wt GTP = 107.0; Avidin bead fluor = 8; GSH bead fluor = 19; Rab2A wt mod = 104.0; Pf gametocyte = .; Rac1 mut GTP = 103.0
Cc1ccc(-n2nc(C)c3c(C)cc(=O)[nH]c32)cc1
  Mcl1 Bid PPI = -9.7; HRas wt GTP bind = 99.0; Mcl1 Noxa PPI = -10.1; Rab7 wt modul = 99.0; Rac1 wt GTP bind = 100.0; Cdc42 wt GTP = 102.0; Avidin bead fluor = 6; GSH bead fluor = 61; Rab2A wt mod = 98.0; Pf gametocyte = .; Rac1 mut GTP = 99.0

# The listing continues.
Compound,Mcl1 Bid PPI,HRas wt GTP bind,Mcl1 Noxa PPI,Rab7 wt modul,Rac1 wt GTP bind,Cdc42 wt GTP,Avidin bead fluor,GSH bead fluor,Rab2A wt mod,Pf gametocyte,Rac1 mut GTP
COc1ccccc1C(=O)N1CCN(S(=O)(=O)Cc2ccccc2)CC1,0.3,101.0,-13.2,100.0,103.0,100.0,10,53,100.0,.,100.0
COc1ccc(N2CCN(S(=O)(=O)c3ccc(Br)s3)CC2)cc1,-42.2,96.0,-10.1,93.0,95.0,98.0,14,25,95.0,1.0,96.0
CN1C(=O)CSc2ccc(NC(=O)NCCC3=CCCCC3)cc21,-14.2,99.0,2.2,101.0,99.0,101.0,8,20,103.0,.,100.0
O=P(O)(CP(=O)(c1ccccc1)c1ccccc1)c1ccccc1O,-11.5,105.0,22.4,105.0,110.0,104.0,8,14,102.0,.,98.0
CCOc1ncccc1C(=O)N1CCN(S(=O)(=O)c2ccccc2)CC1,9.2,95.0,9.1,95.0,99.0,96.0,11,16,96.0,1.1,97.0
Cc1cccc(NC(=O)C2(c3cccs3)CCOCC2)n1,1.2,101.0,8.1,102.0,103.0,100.0,11,11,101.0,0.1,99.0
C=CCn1c(-c2cccnc2)n[nH]c1=S,-63.4,100.0,14.2,102.0,105.0,103.0,15,9,98.0,-9.6,98.0
CC1CCC2(CC1)NC(=S)N(c1ccccc1)N2 (stereo not given),-68.3,101.0,2.4,102.0,103.0,105.0,125*,10,103.0,.,97.0
CC(=O)Nc1cc(ON=C(C)C)cc([N+](=O)[O-])c1,14.1,97.0,16.0,101.0,103.0,99.0,5,13,97.0,-10.4,98.0
CN(Cc1ccccc1)C(=O)Nc1ccccc1,-14.2,99.0,14.0,99.0,97.0,99.0,16,29,99.0,-37.0,97.0
Cc1ccccc1OC(C)C(=O)NC1CCCC1 (stereo not given),-6.7,99.0,7.7,100.0,98.0,100.0,12,24,98.0,.,95.0
CC1Cc2ccccc2N1C(=O)CCS(=O)(=O)c1cccc2nonc12 (stereo not given),0.1,100.0,12.2,99.0,100.0,103.0,7,34,100.0,.,100.0
COc1ccccc1CN(Cc1nc2ccccc2c(=O)[nH]1)C(=O)Nc1ccccc1,-16.9,100.0,5.5,102.0,101.0,101.0,38,21,100.0,13.2,99.0
Cc1ccc(S(=O)(=O)N2CCCC(C(=O)Nc3ccc(NC(=O)c4ccccn4)cc3)C2)cc1 (stereo not given),1.5,103.0,6.8,103.0,106.0,105.0,4,28,104.0,-3.5,99.0
CCOc1ccc(NC2CCN(C(C)=O)CC2)cc1,-39.4,101.0,15.2,104.0,107.0,102.0,8,20,100.0,.,98.0
CCCCC(CC)Cn1c2nc3ccccc3nc2c2c(=N)oc(C)nc21 (stereo not given),-4.2,101.0,-186.4,100.0,104.0,101.0,10,14,101.0,.,100.0
CCCCN1C(=O)C(O)=C(C(C)=O)C1c1ccccc1[N+](=O)[O-] (stereo not given),-29.5,93.0,37.8,91.0,94.0,93.0,10,10,93.0,-18.4,93.0
Cc1nc(S(=O)(=O)c2ccc(Cl)cc2)nc2c1CCC2,-7.6,104.0,8.1,97.0,103.0,105.0,8,17,102.0,.,103.0
Clc1ccccc1C(c1ccccc1)(c1ccccc1)n1ccnc1,8.2,92.0,-0.8,96.0,93.0,91.0,12,14,94.0,.,93.0
COc1ccc(CCN=C(N)NS(=O)(=O)c2ccccc2)cc1,3.4,100.0,1.8,98.0,104.0,104.0,4,11,99.0,27.4,100.0
O=C(O)CCc1ccc(-c2ccc(Br)cc2)o1,-33.7,102.0,22.9,100.0,105.0,102.0,26,22,100.0,4.9,97.0
Cc1ccc(NC(=O)Cn2ccc([N+](=O)[O-])n2)cc1Cl,4.3,95.0,2.5,104.0,98.0,95.0,8,16,99.0,.,96.0
O=C(Nc1ccc(OC(F)(F)F)cc1)c1[nH]ncc1[N+](=O)[O-],-40.3,98.0,-38.9,105.0,101.0,98.0,9,12,99.0,-3.8,95.0
CCOC(=O)NC(=O)C(=CNc1cccc(C)c1)C(=O)NC(=O)OCC,13.4,102.0,8.8,95.0,102.0,102.0,14,20,100.0,-15.8,99.0
O=C(CCN1C(=O)COc2ccccc21)NCCCN1CCc2ccccc2C1,-17.7,102.0,-17.4,98.0,106.0,106.0,8,4,101.0,18.5,103.0
CC(=O)Oc1ccc2c(c1)OC(c1ccccc1)CC21CC(C)(C)NC(=S)N1 (stereo not given),-41.6,105.0,-13.2,105.0,106.0,103.0,13,34,103.0,.,100.0
CCOC(=O)c1c(C(F)(F)F)nc2ncccn12,3.4,103.0,-7.0,100.0,106.0,102.0,45,23,102.0,.,101.0
CCOC(=O)c1c(N)sc(C(C)=O)c1C,-44.2,102.0,14.2,103.0,103.0,103.0,10,28,102.0,.,99.0
O=c1c2ccccc2nc(SCc2nc3ccccc3s2)n1Cc1ccco1,-47.3,94.0,-19.9,94.0,94.0,94.0,8,48,92.0,.,91.0
NC(=O)C(c1ccccc1)C1CCCC1 (stereo not given),1.0,101.0,5.2,97.0,102.0,102.0,5,43,99.0,16.1,100.0
O=C(Cc1ccccc1[N+](=O)[O-])Nc1ccc2c(c1)OCCO2,-24.5,96.0,1.4,96.0,99.0,100.0,5,14,97.0,-2.9,96.0
Cc1ccc(Cn2c(SCC(N)=O)nc3c2c(=O)n(C)c(=O)n3C)cc1,-5.4,99.0,20.3,98.0,103.0,100.0,14,34,100.0,11.7,96.0
CN1CCN(C(=S)c2ccc(OCC(=O)Nc3cccc(C(F)(F)F)c3)cc2)CC1,-20.4,99.0,22.1,99.0,102.0,100.0,13,30,100.0,.,97.0

# No enrichment for hits; any-hit rate near 3%.
